# PGC1a acetyl inh: modulators of PGC1a acetylation; U2OS PGC1a acetylation, AlphaScreen anti-acetyl-lysine; with virally co-expressed GCN5 acetyltransferase; inhibition, % at 15.6 µM; 350,000 tested, 0.17% active; AID 651687;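 active = every replicate shows inhibition of at least 40%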;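 note: 0% = neutral control wells and 100% = positive control wells; some results beyond the cut were filed as inactive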
# ERAP1 inh: blocks human ERAP1 aminopeptidase activity. recombinant ERAP1, Leu-AMC fluorescence, 60 min. inhibition, % at 10.7 µM. 340,000 tested, 0.15% active. Q9NZ08;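 active = mean replicate inhibition of at least 30%, or all replicates individually reaching that 30% level; inactive = mean below 30% and not every replicate reaching it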;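 note: 0% = neutral control wells and 100% = L-leucinethiol positive control wells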
# Target sequence (Q9NZ08 whole entry, looked up): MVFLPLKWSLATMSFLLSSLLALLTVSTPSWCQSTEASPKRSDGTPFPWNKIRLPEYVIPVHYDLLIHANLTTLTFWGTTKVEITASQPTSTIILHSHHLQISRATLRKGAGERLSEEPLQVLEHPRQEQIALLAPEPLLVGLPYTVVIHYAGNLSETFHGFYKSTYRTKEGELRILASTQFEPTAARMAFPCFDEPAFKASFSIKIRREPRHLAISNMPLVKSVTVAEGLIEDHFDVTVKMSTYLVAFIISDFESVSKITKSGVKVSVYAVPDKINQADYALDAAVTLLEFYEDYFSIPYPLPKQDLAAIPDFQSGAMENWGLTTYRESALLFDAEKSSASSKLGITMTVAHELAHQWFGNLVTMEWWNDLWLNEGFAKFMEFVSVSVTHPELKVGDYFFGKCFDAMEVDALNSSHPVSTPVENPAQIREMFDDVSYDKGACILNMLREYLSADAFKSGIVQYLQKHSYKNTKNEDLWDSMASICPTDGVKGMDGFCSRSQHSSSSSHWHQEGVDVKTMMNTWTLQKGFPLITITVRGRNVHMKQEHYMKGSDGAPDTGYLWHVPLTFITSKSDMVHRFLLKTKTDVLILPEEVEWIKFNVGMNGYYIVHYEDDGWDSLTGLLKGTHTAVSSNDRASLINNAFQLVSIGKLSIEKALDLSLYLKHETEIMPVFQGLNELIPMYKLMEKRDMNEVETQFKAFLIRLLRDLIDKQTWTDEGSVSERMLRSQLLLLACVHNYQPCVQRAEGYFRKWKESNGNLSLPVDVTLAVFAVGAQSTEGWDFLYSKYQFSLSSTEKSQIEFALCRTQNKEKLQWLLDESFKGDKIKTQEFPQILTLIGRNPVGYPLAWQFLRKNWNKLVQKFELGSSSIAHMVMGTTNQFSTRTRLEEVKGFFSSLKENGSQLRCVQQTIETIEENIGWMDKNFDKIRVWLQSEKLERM
# S100A4 inh HTS: blocks human S100A4 binding to myosin IIA peptide. P26447. S100A4/TAMRA-MyoIIA peptide fluorescence polarization. inhibition, % at 10.7 µM. 360,000 tested, 0.14% active. AID 652163;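 active = mean inhibition of at least 70% across replicates, with every replicate also reaching that level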
# Target sequence (P26447 whole entry, looked up): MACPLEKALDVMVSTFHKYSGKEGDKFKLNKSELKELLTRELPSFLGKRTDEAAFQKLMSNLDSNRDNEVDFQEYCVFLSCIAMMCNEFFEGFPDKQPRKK
#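 incubation = readout 5 min after mixing, signal stable up to 60 min | system = S100A4 monomer protein | buffer or medium = HEPES pH 7.2 with CaCl2, KCl, NaCl, DTT, Triton | benchmarks = neutral control DMSO, positive control TFP | also added = fluorescent myosin IIA peptide, 5 nM | compound dosing = one concentration per compound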
# PglD DTNB: blocks C. jejuni PglD acetyltransferase activity; purified PglD enzyme, DTNB colorimetric CoA detection; inhibition, % at 12.5 µM; 360,000 tested, 0.098% active; in the data active = inhibition above about 16%, passing the limit was not always enough; note: strong numbers were not always called active
# EWS-Fli inh: inhibitors of EWS/Fli oncoprotein transcriptional activity. A673 NR0B1-luciferase reporter, viability-normalised. inhibition, % at 12.6 µM. 350,000 tested, 0.67% active. AID 651661;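 active = mean inhibition of at least 50% after viability correction, with every replicate also passing that limit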;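 note: firefly luciferase signal divided by Alamar Blue viability fluorescence both relative to DMSO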
# PAX8 inh HTS: PAX8 transcriptional activity inhibition; RMG-I TPO-luciferase reporter, SteadyGlo, 24 h; inhibition, % at 12.6 µM; 360,000 tested, 1.2% active; AID 652154;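 active = mean replicate inhibition at least 60% with every replicate also reaching 60%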;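 note: luciferase light reporting Pax8 driven TPO promoter activity; plate controls were median of neutral control wells for no effect and mitoxantrone controls for full effect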
# LGR2 inh: Drosophila LGR2 receptor signaling inhibition; 380,000 tested, 0.35% active; HEK293 LGR2, CRE-luciferase, bursicon-stimulated, 4 h; inhibition, % at 9.99 µM; AID 720647;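 active = drop in luminescence signal, shown as inhibition above about 50% in the replicate tests, limit read from the data, passing the limit was not always enough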;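 note: agonist challenge used bursicon conditioned medium at about half maximal strength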
# FN deposition inh: fibronectin deposition inhibition; AH1F fibroblasts, Alexa488-fibronectin deposition fluorescence, overnight; inhibition, % at 12.6 µM; 350,000 tested, 0.086% active; AID 743247;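 active = mean inhibition across replicates of 30% or more, regardless of how many single replicates reach that level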;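 note: positive control wells lacked labelled fibronectin entirely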
#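 Material: AH1F fibroblast monolayer depositing Alexa488-labelled fibronectin into matrix / Amount: 10000 AH1F cells per well / Signal: fluorescence 485/525 nm / Medium: DMEM, 2% serum / Compound: single dose, pinned / Incubation: 1 h cell adhesion before compound, then overnight fibronectin incubation / Reagent: Alexa488-FN, 24 nM final / Read-out: inhibition of fibronectin deposition signal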
# * hit, by the source's call; / = not tested or not shown; & = joins results of further samples.
SMILES,PGC1a acetyl inh,ERAP1 inh,S100A4 inh HTS,PglD DTNB,EWS-Fli inh,PAX8 inh HTS,LGR2 inh,FN deposition inh
CC(C)C(=O)Nc1ccc2c(c1)C(=O)N(C)[C@H]1CC[C@H](CC(=O)Nc3ccccc3F)O[C@@H]1CO2,0,2,7,3,5,6,7,-5
CN(C)CCCNc1ncnc2scc(-c3ccccc3)c12,-7,-1,2,/,15,2,12,-11
Cc1cccc(SCc2noc(C(=O)NC(C)C)c2C(=O)O)c1,17,2,-6,-2,4,14,-19,-2
COc1cccc(Oc2ccc(N/C=C/C(=O)C(C)(C)C)cc2)c1,-3,-1,-2,4,-2,-7,-72,8
O=C(C[C@@H]1CC[C@H](NC(=O)c2ccc(F)cc2)[C@@H](CO)O1)NCc1ccncn1,-1,4,2,1,/,/,-4,/
C[C@H](CO)N1C[C@H](C)[C@@H](CN(C)C)Oc2c(NC(=O)Nc3ccc(C(F)(F)F)cc3)cccc2C1=O,2,1,-17,-8,-34,-27,-18,/
Cc1ccc(S(=O)(=O)N2CCN(C(=O)CSc3ccc(F)cc3)CC2)cc1,/,-1,1,3,1,1,-7,2
COc1ccc(NC(=O)N(O)C2(C#N)CCCCC2)cc1,/,-3,16,/,-54,-154,-65,-2
O=C(COc1nsnc1N1CCOCC1)N1CCOCC1,6,/,/,-3,/,-7,/,7
CCN(CC(=O)NCc1ccc(Cl)cc1)C(=O)CSc1ccc(Br)cc1,-3,-6,-23,1,8,22,0,/
CC(C(=O)N1CCc2ccccc21)N1CCN(c2cccc(C(F)(F)F)c2)CC1 (centres undefined),/,0,-7,4,8,14,3,-5
Cc1cccc(OCc2nnc(SCC(=O)OC3CCCCC3)o2)c1,-12,/,/,-9,/,2,/,-7
CC(C)CCN1C(=O)c2ccc(C(=O)OCC(=O)N(CC(C)C)C3CCS(=O)(=O)C3)cc2C1=O (centres undefined),0,-1,-2,6,-6,2,-26,2
CCC(C)(O)c1[nH]c2ccc(C#N)cc2c1C (centres undefined),4,5,8,-6,3,3,-15,-16
Cc1ccc(S(=O)(=O)N2CCCCC2)cc1C(=O)N(C)CCOc1ccccc1,-5,-2,-5,1,3,4,-4,5
COc1cc(/C=N\NC(=O)C(C)(C)O)ccc1OC/C=C/c1ccccc1,/,-8,-2,-5,-3,/,1,4
CNC[C@H]1Oc2cc(-c3cccnc3)ccc2S(=O)(=O)N([C@@H](C)CO)C[C@H]1C,-6,/,/,/,-17,-25,-7,/
COc1ccc(C(=O)Nc2ccnn2C2CCN(C(=O)c3cc(C)on3)CC2)cc1,/,-4,-3,-3,-11,-19,1,/
COc1ccc(OC)c(CNC(=O)C2CCCN(S(=O)(=O)N3CC(C)CC(C)C3)C2)c1 (centres undefined),-21,1,-6,-4,/,11,9,18
Cc1ccc(-c2nc(N)sc2CC(=O)OCC(=O)NC2CCCC(C)C2C)cc1 (centres undefined),12,1,-16,2,4,5,1,-1
CC(C)C(C(=O)Nc1nccs1)c1ccc(Cl)cc1 (centres undefined),-3,-1,0,4,14,-9,7,11
Cc1c(Cl)cccc1NC(=S)NCc1cccs1,/,10,38,/,9,-7,21,-2
COc1ccc(CNC(=O)C2CCCN2S(=O)(=O)c2ccc(Cl)cc2)cc1 (centres undefined),-5,-5,0,0,8,/,3,/
CC(C)OCCCNCC(O)c1ccccc1 (centres undefined),3,/,/,-3,/,-14,14,4
COc1ccc(CNC(=O)C2(c3ccc(Cl)cc3)CC2)cc1,-3,/,/,-2,/,12,-25,0

# Some of the entries so far, with each value named.
CCC(C)(O)c1[nH]c2ccc(C#N)cc2c1C (centres undefined)
  PGC1a acetyl inh: 4; ERAP1 inh: 5; S100A4 inh HTS: 8; PglD DTNB: -6; EWS-Fli inh: 3; PAX8 inh HTS: 3; LGR2 inh: -15; FN deposition inh: -16
Cc1ccc(S(=O)(=O)N2CCCCC2)cc1C(=O)N(C)CCOc1ccccc1
  PGC1a acetyl inh: -5; ERAP1 inh: -2; S100A4 inh HTS: -5; PglD DTNB: 1; EWS-Fli inh: 3; PAX8 inh HTS: 4; LGR2 inh: -4; FN deposition inh: 5
COc1cc(/C=N\NC(=O)C(C)(C)O)ccc1OC/C=C/c1ccccc1
  PGC1a acetyl inh: /; ERAP1 inh: -8; S100A4 inh HTS: -2; PglD DTNB: -5; EWS-Fli inh: -3; PAX8 inh HTS: /; LGR2 inh: 1; FN deposition inh: 4
CNC[C@H]1Oc2cc(-c3cccnc3)ccc2S(=O)(=O)N([C@@H](C)CO)C[C@H]1C
  PGC1a acetyl inh: -6; ERAP1 inh: /; S100A4 inh HTS: /; PglD DTNB: /; EWS-Fli inh: -17; PAX8 inh HTS: -25; LGR2 inh: -7; FN deposition inh: /

# (list continues)
SMILES,PGC1a acetyl inh,ERAP1 inh,S100A4 inh HTS,PglD DTNB,EWS-Fli inh,PAX8 inh HTS,LGR2 inh,FN deposition inh
C[C@@H]1ON(C)[C@H]2C[C@H]3c4[nH]c5c(-c6cccc(F)c6)cccc5c4CCN3C(=O)[C@@H]12,/,-3,-4,/,2,11,-1,-15
C[C@H]1CN([C@@H](C)CO)C(=O)c2cc(C3=CCCCC3)cnc2O[C@@H]1CN(C)C(=O)c1cccc(F)c1,3,1,3,3,-6,-13,-7,/
Cc1noc(C)c1NC(=O)Nc1ccc2c(c1)C(=O)N([C@H](C)CO)C[C@H](C)[C@@H](CN(C)S(=O)(=O)c1ccccc1)O2,-5&-5,-1,-10,-3,-5&-4,27,11&-9,-31
CC(=O)c1sc(NC(=O)CCCc2nc3ccccc3c(=O)[nH]2)nc1-c1ccccc1,-1,0,-2,4,4,7,3,/
COc1ccccc1-c1noc(-c2cccs2)n1,-2,5,3,0,-97,/,-102,/
Cc1ccc(C23CC4CC(CC(CC(=O)NC(C)(C)CO)(C4)C2)C3)cc1,/,-4,-5,2,13,34,7,-1
COC(=O)[C@@]1(Cc2ccccc2N=[N+]=[N-])N=C(c2ccc(OCCCO)cc2)O[C@H]1c1ccccc1CN=[N+]=[N-],/,2,-7,4,20,55,/,/
CC(C)NC(=O)Nc1cccc2c1O[C@H](CN(C)C(=O)NC(C)C)[C@H](C)CN([C@H](C)CO)C2=O,0,-3,13,1,-3,-13,6,/
Cc1cc2ccccn2c1C(=O)Nc1cccc(Cl)c1,13,1,-1,/,-35,13,34,-2
Cn1c(=O)[nH]c(=O)c2[nH]c(CO)nc21,6,-2,-16,0,6,9,-29,0
O=C(NC[C@@H]1[C@@H](c2ccccc2)[C@@H](CO)N1C(=O)Cc1cccnc1)C1CC1,4,0,0,-38,-1,3,-4,1
CC(=O)Nc1ccc(NC(=O)C(C)OC(=O)C(C)SCC(=O)Nc2ccc(C)cc2)cc1 (centres undefined),10,-1,-9,-2,3,-6,-6,-2
Cc1c(Cl)cccc1NC(=O)CC1Sc2ccccc2NC1=O (centres undefined),/,0,2,-1,-2,8,-8,1
CCOc1ccc(CN(C)C(=O)CNC(=O)c2ccc3ccccc3c2)cc1OC,/,1,-2,-4,7,5,-28,2
C[C@H]1CN([C@@H](C)CO)C(=O)c2cc(-c3ccc(F)cc3)cnc2O[C@@H]1CN(C)CC1CCCC1,-4,-1,-59,2,-4,/,-5,5
CC(=O)N1CC2(C1)[C@@H](c1ccccc1)[C@@H](CO)N2Cc1cccc(Cl)c1,11,0,-2,/,0,-7,-15,/
Cc1oc(/N=C/c2ccccc2)c(C#N)c1C,/,2,-18,0,13,5,13,9
CC(C)C#Cc1ccc2c(c1)O[C@H](CN(C)C(=O)c1cnccn1)[C@H](C)CN([C@H](C)CO)S2(=O)=O,-5,-3,-3,-3,-12,/,1,1
COC(=O)c1ccc(NC(=O)CNS(=O)(=O)c2cccs2)cc1,-4,/,/,0,/,/,9,5
O=C(NC(=S)Nc1cc(C(F)(F)F)ccc1N1CCOCC1)c1ccco1,-12,/,3,-5,19,18,2,6
COC(=O)c1cc(C(=O)OCC(=O)NNC(=O)c2cccs2)cc([N+](=O)[O-])c1,/,0,2,3,2,-12,10,3
C[C@H](CO)N1C[C@H](C)[C@@H](CN(C)CC2CC2)OCCCC[C@H](C)Oc2ccc(NC(=O)Nc3cccc4ccccc34)cc2C1=O,6,/,/,1,-11,-4,-2,/
O=C(NCC[C@H]1CC[C@H](NC(=O)c2ccncc2)[C@@H](CO)O1)Nc1ccc(Cl)cc1,-2,5,-23,4,-8,-10,-23,-4
O=S(=O)(c1ccc(OCC(O)CNC23CC4CC(CC(C4)C2)C3)c(Cl)c1)N1CCOCC1 (centres undefined),-20,-4,-17,6,25,12,8,5
O=C(C[C@@H]1CC[C@@H](NC(=O)C2CCC2)[C@H](CO)O1)NCc1ccncc1,6,-1,0,1,-3,-1,-16,7
# The results go on:
SMILES,PGC1a acetyl inh,ERAP1 inh,S100A4 inh HTS,PglD DTNB,EWS-Fli inh,PAX8 inh HTS,LGR2 inh,FN deposition inh
O=C(CCCN1C(=O)c2cccc3cccc(c23)C1=O)NCc1cccnc1,-3,1,2,-9,-22,-12,26,22
Cc1ccc(SCCn2nc(C(=O)O)c3ccccc3c2=O)cc1,-8,2,-13,/,10,-9,7,-3
CC(C)OC(=O)c1cccc(C(=O)Oc2ccccc2)n1,-12,/,/,9,/,/,-18,-2
CC(C)(CNC(=O)CC1C(=O)NCCN1Cc1cccc(F)c1F)N1CCOCC1 (centres undefined),6,0,10,-4,-8,0,-4,10
O=S(=O)(c1ccc(F)cc1)N1CCCCN2[C@@H](CO)[C@H](c3ccc(C#CC4CCCC4)cc3)[C@@H]2C1,-18,0,0,1,18,30,/,/
Cc1n[nH]c(C)c1CCNC(=O)C1CCC(=O)N(Cc2ccccc2F)C1 (centres undefined),7,2,-5,-4,4,-12,8,-6
CCOc1ccccc1-c1n[nH]c(=S)o1,5,-5,-14,4,/,/,10,2
Cc1ccccc1C1c2[nH]c3ccccc3c2C[C@H]2C(=O)N(c3ccccc3C(=O)NCCN3CCOCC3)C(=O)N12 (some centres undefined),0,2,-5,-7,20,/,5,/
COc1cccc(CNC(=O)[C@H](CCSC)NC(=O)N2CCn3c2nc2ccccc23)c1,5,1,-2,7,3,19,7,-22
CN(CC(=O)Nc1ccc(F)cc1)C(=O)CSc1nc2ncc(Cl)cc2[nH]1,/,2,-2,/,-8,-10,-8,-8
Nc1nc(SCC(=O)c2cc3ccccc3o2)n[nH]1,/,-1,-44,/,-6,-7,16,-10
O=C(C1CCC1)N1CCN(c2ccc(C(F)(F)F)cc2[N+](=O)[O-])CC1,2,0,1,-6,/,11,5,2

# In a second layout: entries from further up
structure | PGC1a acetyl inh | ERAP1 inh | S100A4 inh HTS | PglD DTNB | EWS-Fli inh | PAX8 inh HTS | LGR2 inh | FN deposition inh
Cc1n[nH]c(C)c1CCNC(=O)C1CCC(=O)N(Cc2ccccc2F)C1 (centres undefined) | 7 | 2 | -5 | -4 | 4 | -12 | 8 | -6
O=C(C1CCC1)N1CCN(c2ccc(C(F)(F)F)cc2[N+](=O)[O-])CC1 | 2 | 0 | 1 | -6 | / | 11 | 5 | 2
COc1cccc(CNC(=O)[C@H](CCSC)NC(=O)N2CCn3c2nc2ccccc23)c1 | 5 | 1 | -2 | 7 | 3 | 19 | 7 | -22
Cc1ccc(SCCn2nc(C(=O)O)c3ccccc3c2=O)cc1 | -8 | 2 | -13 | / | 10 | -9 | 7 | -3
CC(C)(CNC(=O)CC1C(=O)NCCN1Cc1cccc(F)c1F)N1CCOCC1 (centres undefined) | 6 | 0 | 10 | -4 | -8 | 0 | -4 | 10

# From PubChem

# Random draw from the library (roughly 2.1% active in at least one column).
